KB-3-1 tox: KB-3-1 parental cell cytotoxicity. KB-3-1 viability, CellTiter-Glo ATP luminescence, 72 h. Potency, µM (doses to about 46.1 µM), without a hit: at the highest dose activity change, negative = cytotoxic, most hits filed as cytotoxic. 400,000 tested, 1.4% active; note: nearly all actives have a fitted effect of over 60% in size
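KB-3-1 cells, DMEM (no phenol red) + 10% FBS; compound by pin transfer, 72 h, 37 °C. Readout: CellTiter-Glo luminescence after 10 min. Data normalized, curve-fitted.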
ATXN2 expr inh: inhibitors of ATXN2 expression; HEK-293 ATXN2-luciferase reporter, luminescence, 24 h; Potency, µM (top dose mostly 57 µM), without a hit: top-dose activity change, negative = inhibition, actives largely listed as inhibitors; 360,000 tested, 0.72% active; note: nearly all actives have a fitted effect of over 55% in size
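ATXN2-luciferase reporter cells (luciferase flanked by upstream and downstream ATXN2 gene portions) were treated 24 h at 37 °C with compounds at up to 57 uM. SteadyGlo luminescence gave expression; GF-AFC fluorescence gave viability.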
KB-V1 MDR tox: kills drug-selected multidrug resistant KB-V1 cells | AID 1347076 | KB-V1 MDR cells viability, CellTiter-Glo, 72 h | Potency, µM (top dose mostly 46.1 µM), for the others: at the top dose activity change, negative = cytotoxicity, most hits filed as cytotoxic | 400,000 tested, 3.4% active; note: nearly all actives have a fitted effect of over 60% in size
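Readout: CellTiter-Glo luminescence, 10 min after addition. Cells: KB-V1 MDR subline, 72 h at 37 degrees C with compound. Analysis: corrected, normalized data fitted to concentration-effect curves.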
Numbers without * were called inactive; ? = inconclusive; [ ] = another dose, or the depositor's remark. Calls come from the whole dose curve; as a rule, active = well fitted curve in the direction sought with a large enough effect; inconclusive = small, poorly fitted or top-dose-only effect, or another doubt; inactive = no such curve, though single readings can be large; an effect the other way counts as inactive or inconclusive. % is set by controls: 0 for no effect and ±100 for the full control effect; potency is the fitted concentration of half-maximal effect. This is a subset; rates above refer to the full screens.

SMILES,KB-3-1 tox,ATXN2 expr inh,KB-V1 MDR tox
CCC1CCc2nc3sc(C(=O)Nc4ccc(F)c(F)c4)c(N)c3cc2C1 (stereo not given),0%,8%,0%
CCOc1ccccc1NC(=O)CCn1cnnn1,12%,-2%,?
Cc1ccc(Nc2nnc(-c3ccc(C)c(S(N)(=O)=O)c3)c3ccccc23)cc1,-14%,-26%,-29%
O=C(NC1CCCCC1)c1ccc2c(c1)N(Cc1cccc(F)c1)C(=O)c1ccccc1S2,1%,-1%,-10%
COc1ccc2c(c1)CC(C(=O)NCCN1CCN(c3cccc(Cl)c3)CC1)CO2 (stereo not given),-22%,-30%,-8%
CCC(Oc1ccccc1)C(=O)Nc1nnc(S(=O)(=O)N(CC)CC)s1 (stereo not given),12%,4%,1%
COc1ccccc1N1CCN(c2nc3ccccc3n3cnnc23)CC1,-3%,10%,?
Cc1cccc(C(=O)Nc2ccc(S(=O)(=O)N3CCCCC3c3cccnc3)cc2)c1 (stereo not given),-7%,?,0%
COc1cc(NS(=O)(=O)c2cc3c(cc2C)n(C)c(=O)c(=O)n3C)cc(OC)c1,5%,4%,10%
CCC(Cc1ccccc1)NC(=O)c1ccc2nc(N3CCC(C)CC3)sc2c1 (stereo not given),4%,41%[activator],-5%
N#Cc1ccc(-c2cccs2)nc1SCc1c(F)cccc1Cl,?,-15%,?
CCn1cc(C(=O)N2CCN(c3cccc(C)c3C)CC2)c2cc(OC)c(OC)cc2c1=O,-2%,?,-14%
Cc1ccc(-c2nc3ccccc3o2)cc1NC(=O)c1cccc2c(Cl)cccc12,-10%,9%,?
COc1cccc(NC(=O)Cn2c(=O)n(-c3ccc(CC(=O)NCC4CCCO4)cc3)c(=O)c3ccccc32)c1 (stereo not given),-2%,7%,?
Cc1ccccc1CN1C(=O)c2ccccc2S(=O)c2ccc(C(=O)N3CCOCC3)cc21 (stereo not given),10%,3%,-19%
C=Cc1ccc(Cn2c(C(=O)O)c(CNCc3cccs3)c3ccc(C)cc32)cc1,-18%,?,14%
CCOc1ccc(NC(=O)Cn2c(=O)c(CNc3ccc(OC)cc3)cc3ccc(OC)cc32)cc1,-24%,12%,-29%
COc1cc(-c2noc(-c3ccc(NCC4CCCO4)c([N+](=O)[O-])c3)n2)cc(OC)c1OC (stereo not given),-9%,-10%,0%
CCCCOC(=O)c1ccc(NC(=O)Cn2nnc3sc4c(c3c2=O)CCCC4)cc1,4%,-3%,4%
COc1cccc(NC(=O)C2CCN(c3cc(C)nc4c(-c5ccc(Cl)cc5)c(C)nn34)CC2)c1,0%,5%,-8%
Cc1nc(-c2ccc(S(=O)(=O)NCc3ccc(F)cc3)cc2)co1,2%,-9%,8%
CCc1ccc(-n2nc(C)c3c(C)cc(=O)n(CC(=O)N(CC)Cc4ccccc4)c32)cc1,5%,3%,-3%
CC(C)Cc1cc(C(=O)NCc2ccc(Cl)cc2)no1,10%,3%,29%
Cc1ccc2c(=O)cc(CSc3ncn[nH]3)[nH]c2c1C,0%,1%,13%
CCOc1ccccc1NC(=O)C1=C(C)Nc2ncnn2C1c1sccc1C (stereo not given),-2%,1%,?
CCN1CCN(CCCNC(=O)c2ccc3nc(Cc4ccccc4)oc3c2)CC1,-3%,-16%,11%
COc1ccc(S(=O)(=O)N2CCC(N3CCN(Cc4ccc(F)cc4)C(=O)C3=O)CC2)cc1,6%,-1%,27%
CCc1ccc(NS(=O)(=O)c2ccc(NC(=O)N3CCCC3)cc2)cc1,-21%,-16%,-11%
Cc1ccc(NC(=O)COc2ccc3oc4c(c3c2)CCCC4)c(C)c1,-5%,-14%,?
COc1cccc(CNC(=O)c2ccc(-c3nc(CS(=O)(=O)c4ccccc4)c(C)o3)cc2)c1,-4%,-16%,?

Part of the list above, as labelled records.
Cc1ccc2c(=O)cc(CSc3ncn[nH]3)[nH]c2c1C
  KB-3-1 tox: 0%	ATXN2 expr inh: 1%	KB-V1 MDR tox: 13%

CCOc1ccccc1NC(=O)C1=C(C)Nc2ncnn2C1c1sccc1C (stereo not given)
  KB-3-1 tox: -2%	ATXN2 expr inh: 1%	KB-V1 MDR tox: ?

(list continues)
SMILES,KB-3-1 tox,ATXN2 expr inh,KB-V1 MDR tox
Cc1ccc(-c2nn3c(=O)cc(CN4CCN(C(=O)/C=C/c5ccccc5)CC4)nc3s2)cc1,5%,6%,-6%
COc1cccc(CNCc2c(C(=O)O)c(C)n(Cc3ccc(F)cc3Cl)c2C)c1OC,-9%,9%,-8%
Cc1ccc(Cl)cc1N1CCN(c2ncnc3onc(C)c23)CC1,?,?,?
COc1ccc(CCNC(=O)c2cc3c(=O)n(C)c4cc(Cl)ccc4c3s2)cc1OC,-4%,-4%,0%
CCOc1ccccc1NC(=O)N1CCN(Cc2nc3ccc(C)cc3o2)CC1,-14%,4%,2%
CCC(C(=O)Nc1nnc2n1CCS2)c1ccccc1 (stereo not given),26%,4%,?
Cc1cccc(-n2nnc(-c3nc(-c4ccccc4)no3)c2N)c1C,13%,61%[activator],9%
CCCc1cnc2c(c1SCC(=O)Nc1c(C)cc(C)cc1C)c(=O)n(C)c(=O)n2C,15%,9%,2%
CCc1ccc(NC(=O)c2cc3ccccn3n2)cc1,15µM*,1%,?
CC(C)(C)OC(=O)N1CCC(c2c(C(=O)NCCc3ccccc3)cnn2-c2ccc(F)cc2)CC1,?,?,-20%
COc1ccc(N(CC(=O)Nc2cccc(Cl)c2)S(=O)(=O)c2c(C)[nH]c(=O)[nH]c2=O)cc1,-4%,6%,11%
O=C(Nc1ccc2c(c1)CCCN2C(=O)c1cccs1)c1cccc(C(F)(F)F)c1,?,?,?
COc1cccc(C(=O)Nc2ccc(S(=O)(=O)N(Cc3ccccc3)c3ccccc3)cc2)c1,?,-18%,?
Cc1cccc(C(=O)Nc2ccc3nc(SCCOc4ccccc4)sc3c2)c1,2%,-7%,1%
Cc1ccc(CN2CCc3nc(N4CCN(C)CC4)ncc3C2)s1,8%,6%,2%
COc1ccc(N(C(=O)c2cccc(C)c2)S(=O)(=O)c2ccc3c(c2)n(C)c(=O)n3C)cc1,-4%,-31%,14%
Cc1ccccc1Nc1cc(C(=O)NC2CCCCC2)c2ccccc2n1,1%,-6%,1%
Cc1nc2nc(CNC(=O)OC(C)(C)C)nn2c(C)c1CCC(=O)NCc1ccccc1Cl,6%,5%,?
COC(=O)c1ccccc1NC(=O)CCCS(=O)(=O)c1nc(-c2ccccc2OC)cc(C(F)(F)F)n1,1%,7%,11%
Cc1cccc(OCc2nnc(SCC(=O)Nc3ccc(C)cc3C)o2)c1,10%,-5%,?

3 compounds from above, sorted by heavy-atom count, lowest first.
SMILES,KB-3-1 tox,ATXN2 expr inh,KB-V1 MDR tox
Cc1ccccc1Nc1cc(C(=O)NC2CCCCC2)c2ccccc2n1,1%,-6%,1%
Cc1nc2nc(CNC(=O)OC(C)(C)C)nn2c(C)c1CCC(=O)NCc1ccccc1Cl,6%,5%,?
COC(=O)c1ccccc1NC(=O)CCCS(=O)(=O)c1nc(-c2ccccc2OC)cc(C(F)(F)F)n1,1%,7%,11%

(list continues)
SMILES,KB-3-1 tox,ATXN2 expr inh,KB-V1 MDR tox
O=C(COc1ccc(Cl)cc1Cl)Nc1cccc2cccnc12,5%,11%,10%
Cc1ccc(C2CC(=O)N(Cc3ccccc3F)c3c2c(C)nn3-c2nc(C)cc(C)n2)cc1 (stereo not given),-7%,?,0%
CCOc1ccc(C(=O)Nc2cc(-c3nc4ccccc4o3)ccc2C)cc1Cl,15%,-2%,8%
COc1ccc(CCNC(=O)CCCCn2c(=O)c3ccccc3n(CC(=O)Nc3ccccc3C)c2=O)cc1OC,-4%,-2%,?
O=C(CN1C(=O)CC(c2ccc(F)cc2)=Nc2ccccc21)NCc1ccccc1Cl,-7%,3%,-29%
Cc1ccc(C(C)C)c(OC(C)C(=O)NCC2(N(C)C)CCCCC2)c1 (stereo not given),-14%,-6%,?
Cc1c(C(=O)Nc2cccc(-c3nc4ccccc4s3)c2)oc2ccc(F)cc12,0%,23%,13%
CC(C)c1ccc(NC(=O)C2CCCN(S(=O)(=O)c3cccc4cccnc34)C2)cc1 (stereo not given),0%,-8%,-1%
Cc1cccc(Cn2c(SCc3ccc(C(=O)NC4CCCC4)cc3)nc3cccnc32)c1,?,?,-25%
Cn1c2ccccc2c2cnn(CC(=O)N3CCN(c4cccc(C(F)(F)F)c4)CC3)c(=O)c21,3%,16%,1%
O=C1CC(c2ccccc2)Cc2[nH]c(=O)c(C(=O)Nc3ccc(OC(F)(F)F)cc3)cc21 (stereo not given),3%,-3%,1%
Cc1ccc2c(c1)-c1onc(C(=O)N3CCN(c4ccc(Cl)cc4)CC3)c1CO2,7%,3%,-4%
Cc1ccc2c(c1)c(=O)c(S(=O)(=O)c1ccc(F)cc1)cn2CC(=O)Nc1ccc2c(c1)OCO2,-2%,6%,?
COC(=O)c1n[nH]n(-c2ccccc2)c1=O,2%,1%,-6%
CCc1ccc(CNC(=O)CSc2cc(=O)n(CC)c3ccccc23)cc1,?,-12%,17%
COc1ccc(NC(=O)Cn2cc(C(=O)c3ccccc3)c(=O)c3cc(OC)ccc32)c(OC)c1,6%,-10%,?
O=C(Nc1cc(F)ccc1F)C1CCN(C(=O)c2cnn(-c3ccccc3)c2-n2cccc2)CC1,-6%,-10%,?
CCC1(C)Cc2c(sc3nc(SC)n(-c4ccc(C)cc4)c(=O)c23)CO1 (stereo not given),4%,3%,18%
COc1ccc(NC(=O)c2ccco2)cc1NC(=O)c1ccc(C)c(C)c1,?,-2%,-19%
Cc1ccc(Sc2c(C)nn(C(=O)COc3ccccc3)c2C)cc1,-12%,7%,2%
COc1ccc(CNC(=O)C(C)n2c(=O)cc(C)c3c(C)nn(-c4ccccc4)c32)cc1 (stereo not given),10%,3%,21%
COc1ccc(-n2c(=O)c3ccccc3n(Cc3ccccc3Cl)c2=O)cc1,21%,5%,29%
CC(C)c1ccc(NS(=O)(=O)c2ccc3nc(-c4ccccc4)[nH]c3c2)cc1,-14%,?,0%
Cc1cc(C)c(Cn2c3ccccc3c3cnn(CC(=O)NCc4ccc(Cl)cc4)c(=O)c32)c(C)c1,3%,-7%,-7%
CCOC(=O)c1c(-c2ccc(Br)cc2)csc1NC(=O)c1ccccc1F,15%,-9%,?
COC(=O)c1c(-c2cccs2)csc1NC(=O)c1ccc(OC)c(OC)c1,-3%,4%,3%
COc1ccc(CCNC(=O)CCCn2c(=O)c3ccccc3n(Cc3c(C)cc(C)cc3C)c2=O)cc1OC,2%,16%,?
CCOC(=O)c1cccc(NS(=O)(=O)c2ccc(-c3cnc(C4CC4)o3)cc2)c1,?,-23%,?
CCN(CC)S(=O)(=O)c1ccc2c(c1)c(=O)c(C(=O)N1CCN(c3cc(C)ccc3C)CC1)cn2C,-6%,-5%,17%
CC(=O)N1CCCc2cc(S(=O)(=O)N3CCC(C(=O)N(C)C4CCCCC4)CC3)ccc21,-20%,-7%,-9%
COc1cccc(NC(=O)Cn2nc3c4ccccc4n(Cc4cccc(F)c4)cc-3c2=O)c1,6%,-10%,0%
COc1ccc2c(c1)c1c(c(=O)n(-c3cccc(C)c3)c(=O)n1CC(=O)NCC1CCCO1)n2C (stereo not given),12%,-4%,8%
CCOCCCNc1ncnc2c1cnn2-c1ccc(C)c(C)c1,?,3%,-5%
O=C(CN1c2ccccc2S(=O)(=O)c2ccccc21)Nc1ccccc1Cl,10%,-9%,-3%
CCOCCn1ccc2c(OCC(=O)Nc3cc(C(F)(F)F)ccc3Cl)cccc2c1=O,-3%,-11%,1%
O=S(=O)(NCCc1ccc(Cl)cc1)c1ccc(N2CCCCS2(=O)=O)cc1,-8%,-19%,-8%
Cn1c(=O)c2c(-c3ccccc3)n3c(c2n(C)c1=O)C(c1ccco1)Nc1ccccc1-3 (stereo not given),14%,-3%,?
Cc1ccc(C)c(NC(=O)Nc2cccc(-c3cn4cccnc4n3)c2)c1,1%,6%,7%
CCSc1ncc(Cl)c(C(=O)Nc2ccc(S(=O)(=O)Nc3nccc(C)n3)cc2)n1,-4%,-14%,16%
COc1ccc(-c2c(C)c3ccc(O)c(CN4CCOCC4)c3oc2=O)cc1OC,-1%,-5%,14%
